VHR inh color = inhibitors of human VHR1 phosphatase (DUSP3); 0.7% of 50,000 active; recombinant VHR phosphatase, colorimetric substrate read-out; inhibition, % at 20 µM; in the data active means inhibition above about 60%; further: some results filed as inactive read as strong as hits
Target sequence (P51452 whole entry, looked up): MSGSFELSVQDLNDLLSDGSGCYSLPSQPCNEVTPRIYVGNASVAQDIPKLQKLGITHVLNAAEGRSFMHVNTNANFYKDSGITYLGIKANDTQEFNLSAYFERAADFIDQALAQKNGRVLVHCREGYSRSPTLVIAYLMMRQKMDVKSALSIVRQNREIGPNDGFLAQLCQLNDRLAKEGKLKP
An asterisk follows results filed as active.

How did CCN(CC)CCN1C(=O)C(O)=C(C(=O)/C=C/c2ccccc2)C1c1ccc(OC)c(OC)c1 (centres undefined) do in these assays?
VHR inh color: 35.9

What do the screens show for `COc1cccc(C2(c3cccc(OC)c3)CC2C(=O)NCc2ccccc2)c1` (centres undefined)?
VHR inh color: 17.6

Results for Cc1cc(C)nc(Nc2nc3ccccc3c(=O)[nH]2)n1 ?
VHR inh color: 5.8

Results for CCCOc1ccc2ccc(=O)oc2c1 ?
VHR inh color: -1.1

How did CCOC(=O)C1(C)C=C(O)C(=O)N1c1ccc(Br)cc1 (centres undefined) do in these assays?
VHR inh color: -18.1

How did COc1ccc(C(=O)N2CCN(C3CCCC(C)C3)CC2)cc1 (centres undefined) do in these assays?
VHR inh color: -6.3

Results for COC(=O)C1=C(C)N(C)C(=O)NC1c1ccccc1OCc1ccccc1 (centres undefined) ?
VHR inh color: -19.4

How did Cc1ccc(CSc2nnc(-c3cccc(F)c3)n2-c2ccccc2)cc1 do in these assays?
VHR inh color: -1.0

Results for Cc1ccc(/C=C2\N=C(c3ccc(Cl)cc3)OC2=O)o1 ?
VHR inh color: -1.1

Results for Cc1ccc(OCC(=O)O/N=C(\N)c2ccc([N+](=O)[O-])cc2)c(Br)c1 ?
VHR inh color: -1.0

What do the screens show for `O=S1(=O)CCC(NC(=S)N/N=C/c2ccc(-c3ccc(Cl)cc3Cl)o2)C1` (centres undefined)?
VHR inh color: -17.2

Results for CSc1ccccc1NC(=O)c1ccc([N+](=O)[O-])cc1 ?
VHR inh color: -4.0

Results for Cc1oc2ccc(OCc3ccc(Br)cc3)cc2c1C(=O)O ?
VHR inh color: -6.2

What do the screens show for `Cc1c(Nc2nc(-c3ccccc3)c(NC(=O)c3ccccc3)s2)c(=O)n(-c2ccccc2)n1C`?
VHR inh color: 7.5

What do the screens show for `COc1ccc(OC)c(C2NC(=S)NC(C)=C2C(=O)OCCc2ccccc2)c1` (centres undefined)?
VHR inh color: -16.6

How did Cc1ccccc1CNC(=O)CN(c1ccc(Oc2ccccc2)cc1)S(C)(=O)=O do in these assays?
VHR inh color: 0.0

Results for Cc1cc(Cl)ccc1OCC(=O)NNC(=O)CC#N ?
VHR inh color: 6.5

Results for O=C(Nc1ccc(Cl)c(-c2nc3ccccc3s2)c1)c1cccs1 ?
VHR inh color: -17.7

What do the screens show for `CCn1cc(C(=O)O)c(=O)c2cc(F)c(N/N=C/c3ccccc3[N+](=O)[O-])cc21`?
VHR inh color: -0.2

How did Cc1cc(OCC(=O)NCc2ccccc2Cl)ccc1Br do in these assays?
VHR inh color: -7.8

Retrieved one by one from the entries so far:
What do the screens show for `CCn1cc(C(=O)O)c(=O)c2cc(F)c(N/N=C/c3ccccc3[N+](=O)[O-])cc21`?
VHR inh color: -0.2

Results for Cc1cc(Cl)ccc1OCC(=O)NNC(=O)CC#N ?
VHR inh color: 6.5

(further entries)
What do the screens show for `COc1ccc(CNC(=O)C(=O)NCc2ccc(Cl)cc2)cc1`?
VHR inh color: -12.5

What do the screens show for `CCN(C(=O)c1ccc(Cl)c([N+](=O)[O-])c1)c1ccccc1`?
VHR inh color: -11.7

How did Cc1nc2ccccc2n1C(=O)c1cc(Cl)ccc1Cl do in these assays?
VHR inh color: -13.8

Results for CN(C1=NC(=O)/C(=C\C(Cl)=C\c2ccc([N+](=O)[O-])cc2)S1)c1ccc(O)cc1 ?
VHR inh color: -15.8

What do the screens show for `Cc1cc(/C=C2/NC(=O)NC2=O)c(C)n1-c1ccc(Cl)cc1`?
VHR inh color: -8.6

How did COc1ccccc1-c1c(C(F)(F)F)oc2c(CN3CCOCC3)c(O)ccc2c1=O do in these assays?
VHR inh color: -14.9

How did COc1ccc(/C=C2\SC(=O)N(c3cccc(O)c3)C2=O)cc1 do in these assays?
VHR inh color: -12.5

How did CCN1C(=O)c2cccc3c(NC(=O)c4ccc(S(=O)(=O)N5CCOCC5)cc4)ccc1c23 do in these assays?
VHR inh color: -24.2

Results for COc1cccc(C(=O)Nc2ccc(I)cc2Cl)c1 ?
VHR inh color: -16.2

How did Cc1ccc(/C=C2\SC(=S)N(CC(C)C)C2=O)o1 do in these assays?
VHR inh color: 87.1*

Results for O=C1CC(N2CCN(c3ccc(Cl)cc3)CC2)C(=O)N1c1cccc(Cl)c1 (centres undefined) ?
VHR inh color: 3.3

How did COc1cc(C(c2c(C)[nH][nH]c2=O)c2c(C)[nH][nH]c2=O)ccc1OC(=O)c1ccccc1Cl do in these assays?
VHR inh color: 8.7

What do the screens show for `CC(=O)NC(=N/OC(C)=O)/C(=N/OC(C)=O)c1nc2ccccc2[nH]1`?
VHR inh color: -5.0

How did O=C(c1ccncc1)N1CCN(S(=O)(=O)c2ccccc2)CC1 do in these assays?
VHR inh color: -6.2

Results for COc1ccccc1NC(=O)/C=C1/c2ccccc2CC(C)(C)N1C ?
VHR inh color: -20.3

What do the screens show for `c1ccc(C2CC3CC4(CCCC4)N2O3)cc1` (centres undefined)?
VHR inh color: -13.2

How did Cc1cc(/C=C2\SC(=O)NC2=O)c(C)n1-c1cccc([N+](=O)[O-])c1 do in these assays?
VHR inh color: -16.0

Results for Cc1cc(C)c(C(=O)c2ccc(C(=O)Nc3cc(C)c(O)c(C)c3)cc2)c(C)c1 ?
VHR inh color: -6.4

What do the screens show for `COc1cc(/C=C2\C(=O)N(c3nc(-c4ccc(Cl)cc4)cs3)N=C2C)cc(OC)c1OC`?
VHR inh color: -2.1

What do the screens show for `O=C(NCCNc1ccc(C(F)(F)F)cc1[N+](=O)[O-])c1cc(F)c(F)cc1Cl`?
VHR inh color: -10.9

Results for O=C(CCCCCCCCC(=O)N/N=C/C1CC=CCC1)N/N=C/C1CC=CCC1 (centres undefined) ?
VHR inh color: -17.6

How did COc1ccc2oc(=O)c(C(=O)Nc3ccc(C)c(Cl)c3)cc2c1 do in these assays?
VHR inh color: 0.3

Results for C=CCN1C(=O)/C(=C\C=C\c2ccccc2)SC1=S ?
VHR inh color: -25.8

How did O=C(CSc1nc2ccc([N+](=O)[O-])cc2s1)NCc1ccco1 do in these assays?
VHR inh color: 7.2

Results for O=C(O)c1ccc(/C=N/Nc2ccc([N+](=O)[O-])cc2)cc1 ?
VHR inh color: 5.4

What do the screens show for `CCCOC(=O)c1ccc(NC(=O)c2cccc(OCc3ccccc3)c2)cc1`?
VHR inh color: -10.2

What do the screens show for `O=c1/c(=C/c2ccc(-c3ccc(Cl)cc3)o2)sc2nc3ccccc3n12`?
VHR inh color: -0.5

Results for Cc1ccc(Nc2cc(N3CCCCC3)c(N)c3c2C(=O)c2ccccc2C3=O)cc1 ?
VHR inh color: -4.7

How did CCCOC(=O)c1ccc(NS(=O)(=O)c2c(C)cc(C)cc2C)cc1 do in these assays?
VHR inh color: -7.6

What do the screens show for `CCCC(C)NC(=O)c1ccc(F)cc1` (centres undefined)?
VHR inh color: -1.9

Results for CC(C)C(NS(=O)(=O)c1ccccc1[N+](=O)[O-])C(=O)NC(C)(C)C (centres undefined) ?
VHR inh color: 16.7

Results for Cc1cccc(C(C)C)c1NC(=O)COc1ccc2c(C)cc(=O)oc2c1 ?
VHR inh color: -10.0

Results for O=C1CN(C(=O)c2cccc(Cl)c2)C(c2ccccc2Cl)c2cc(Br)ccc2N1 (centres undefined) ?
VHR inh color: -7.6

What do the screens show for `O=[N+]([O-])c1ccc2nccc(Cl)c2c1`?
VHR inh color: 10.3

How did CCOC(=O)c1c(NC(=O)CN2CCCCC2)sc2c1CC(C)(C)OC2 do in these assays?
VHR inh color: 2.7

What do the screens show for `O=C(Nc1ccc(-c2nc3ccccc3c(=O)o2)cc1)c1cccs1`?
VHR inh color: -4.9

What do the screens show for `COc1ccc(C2/C(=C(\O)c3ccccc3)C(=O)C(=O)N2CCCC(=O)O)cc1` (centres undefined)?
VHR inh color: 14.2

What do the screens show for `COC(=O)C1=C(C)N(c2cc(C)cc(C)c2)/C(=C/c2ccco2)C1=O`?
VHR inh color: -4.7

How did Cc1c(Br)c(=O)oc2cc(O)ccc12 do in these assays?
VHR inh color: -2.7

How did O=C(Cc1ccc([N+](=O)[O-])cc1)Nc1ccccc1-c1ccccc1 do in these assays?
VHR inh color: -17.4

What do the screens show for `NS(=O)(=O)c1cccc(S(=O)(=O)c2cccc(S(N)(=O)=O)c2)c1`?
VHR inh color: -11.6

Results for O=C1N=C(N2CCCC2)S/C1=C\c1cccc(Br)c1 ?
VHR inh color: 8.5

How did Cc1ccc(/C(N)=N/OC(=O)c2ccc(C)c([N+](=O)[O-])c2)cc1 do in these assays?
VHR inh color: -5.9

How did O=C(O)CCn1c(=S)n(CCC(=O)O)c2ccccc21 do in these assays?
VHR inh color: -18.8

What do the screens show for `Cc1cc(OCC(=O)NCc2ccc(F)cc2)ccc1Br`?
VHR inh color: -0.9

How did COc1ccc2nc(SCc3ccc(Cl)cc3)[nH]c2c1 do in these assays?
VHR inh color: -9.2

Results for COc1ccccc1NC(=O)c1ccc(-n2cnnn2)cc1 ?
VHR inh color: -1.2

How did Cc1cc(Cl)ccc1OCC(=O)Nc1cc(Cl)cc(Cl)c1 do in these assays?
VHR inh color: -13.0

How did CC(C)c1ccc(/C=C/c2nc(O)c([N+](=O)[O-])c(=O)[nH]2)cc1 do in these assays?
VHR inh color: -33.2

Results for C=CCOc1ccc2c(C)cc(=O)oc2c1C ?
VHR inh color: -2.0

How did Cc1ccc(-c2ccc(OCC(=O)Nc3ccccc3C)cc2)cc1 do in these assays?
VHR inh color: -13.2

Results for COC(=O)C1=C(C)N=c2s/c(=C/c3cc(Br)ccc3OC(C)=O)c(=O)n2C1c1ccc(OC(C)=O)cc1 (centres undefined) ?
VHR inh color: -24.1

Results for Cc1c(C(c2cc(O)c(O)c(Br)c2)c2c(C)n(C)n(-c3ccccc3)c2=O)c(=O)n(-c2ccccc2)n1C ?
VHR inh color: -0.3

Results for O=C(c1ccc(N2CCN(C(=O)c3cccc(F)c3)CC2)cc1)c1cccc(F)c1 ?
VHR inh color: 3.5

What do the screens show for `COC(=O)c1c(NC(=O)CC2SC(N)=NC2=O)sc2c1CCCC2` (centres undefined)?
VHR inh color: -12.1

What do the screens show for `CCOC(=O)C1=C(C)N=c2s/c(=C\c3ccc(-c4ccccc4C(=O)O)o3)c(=O)n2C1c1cccc(OC)c1` (centres undefined)?
VHR inh color: -4.4

What do the screens show for `Nn1c(SCC(=O)c2ccc(Cl)cc2)nc2ccccc2c1=O`?
VHR inh color: 6.1

What do the screens show for `COc1ccc(C)cc1NC(=O)COc1ccc(F)cc1`?
VHR inh color: -20.2

Results for COc1ccc(C2C(C#N)=C(N)OC3=C2C(=O)CC(c2ccccc2Cl)C3)cc1 (centres undefined) ?
VHR inh color: -8.6

What do the screens show for `CCc1ccc(NC(=O)C2CC(=O)N=C(N)S2)cc1` (centres undefined)?
VHR inh color: -10.3

How did CCOCCOC(=O)c1ccc(NC(=O)c2ccc([N+](=O)[O-])cc2Cl)cc1 do in these assays?
VHR inh color: -4.4

How did Cc1ccc(N2CCSC2C(N)=O)cc1 (centres undefined) do in these assays?
VHR inh color: 2.2

What do the screens show for `CCCCC(=O)N1c2ccccc2C(N(C(=O)Cc2ccc(F)cc2)c2ccccc2)CC1C` (centres undefined)?
VHR inh color: 13.2

Results for O=C(Nc1ccc(-c2ccc([N+](=O)[O-])cc2)cc1)c1cccs1 ?
VHR inh color: -5.9

What do the screens show for `COC(=O)c1ccc(C(=O)OC)c(NC(=O)COc2cccc(Cl)c2)c1`?
VHR inh color: 2.8

Results for COC(=O)c1cc(C(=O)Nc2cc(C)ccn2)cc([N+](=O)[O-])c1 ?
VHR inh color: -15.3

How did C=CCc1ccccc1OCCOc1c(Br)cc(/C=C2/SC(=S)N(C)C2=O)cc1OC do in these assays?
VHR inh color: -4.9

Results for Cc1ccc(S(=O)(=O)NC(=O)Oc2ccc3oc(=O)sc3c2)cc1 ?
VHR inh color: 11.6

Results for Cn1cccc1CN1CCN(C(=O)c2cccs2)CC1 ?
VHR inh color: -5.8

Results for CCOC(=O)C1C(=O)CC(C)(O)C(C(=O)OCC)C1c1ccc2c(c1)OCO2 (centres undefined) ?
VHR inh color: -18.2

What do the screens show for `CC(=O)ON=C1CC(C)(C)NC(C)(C)C1`?
VHR inh color: -6.6

What do the screens show for `CNCC(O)COc1ccc(C)cc1C` (centres undefined)?
VHR inh color: -12.0

What do the screens show for `COc1ccc(NC(=O)NC(C)c2cccc3ccccc23)cc1OC` (centres undefined)?
VHR inh color: 45.8

What do the screens show for `COc1ccc(CCNC(=O)CC(=O)N/N=C/c2ccc(C(C)C)cc2)cc1OC`?
VHR inh color: -36.3

How did O=C(O)c1cc(-c2ccc(/C=N/Nc3ccc(Cl)cc3)o2)ccc1Cl do in these assays?
VHR inh color: 21.1

What do the screens show for `O=C(NCc1ccncc1)c1cccs1`?
VHR inh color: -18.5

Results for O=C(Nc1ccc2c(c1)OCCO2)C1c2ccccc2Oc2ccccc21 ?
VHR inh color: -4.8

What do the screens show for `Clc1ccc(N2CCN(/N=C\c3ccc(Br)cc3)CC2)cc1`?
VHR inh color: -1.5

How did Cc1cc(C)n(-c2cc(C)c3cccc([N+](=O)[O-])c3n2)n1 do in these assays?
VHR inh color: -5.2

Some of these compounds in order of length of the SMILES, highest first:
What do the screens show for `CCCCC(=O)N1c2ccccc2C(N(C(=O)Cc2ccc(F)cc2)c2ccccc2)CC1C` (centres undefined)?
VHR inh color: 13.2

Results for CCOC(=O)C1C(=O)CC(C)(O)C(C(=O)OCC)C1c1ccc2c(c1)OCO2 (centres undefined) ?
VHR inh color: -18.2

What do the screens show for `COc1ccc(CCNC(=O)CC(=O)N/N=C/c2ccc(C(C)C)cc2)cc1OC`?
VHR inh color: -36.3

Results for COC(=O)c1cc(C(=O)Nc2cc(C)ccn2)cc([N+](=O)[O-])c1 ?
VHR inh color: -15.3

What do the screens show for `COC(=O)c1ccc(C(=O)OC)c(NC(=O)COc2cccc(Cl)c2)c1`?
VHR inh color: 2.8

How did Cc1cc(C)n(-c2cc(C)c3cccc([N+](=O)[O-])c3n2)n1 do in these assays?
VHR inh color: -5.2

Results for Cc1ccc(S(=O)(=O)NC(=O)Oc2ccc3oc(=O)sc3c2)cc1 ?
VHR inh color: 11.6

What do the screens show for `COc1ccc(NC(=O)NC(C)c2cccc3ccccc23)cc1OC` (centres undefined)?
VHR inh color: 45.8

Results for Cn1cccc1CN1CCN(C(=O)c2cccs2)CC1 ?
VHR inh color: -5.8

What do the screens show for `CC(=O)ON=C1CC(C)(C)NC(C)(C)C1`?
VHR inh color: -6.6

How did Cc1ccc(N2CCSC2C(N)=O)cc1 (centres undefined) do in these assays?
VHR inh color: 2.2

What do the screens show for `O=C(NCc1ccncc1)c1cccs1`?
VHR inh color: -18.5

What do the screens show for `CNCC(O)COc1ccc(C)cc1C` (centres undefined)?
VHR inh color: -12.0

Not all compounds are listed; the hit share may differ from the screen's.
